Screening data as filed in PubChem.
D1 allo mod = D1 CRE-luciferase signal change, two-sided – cell-based, HEK293 D1, dopamine EC30, D1 allosteric modulator project, primary screen; D(1A) dopamine receptor (Homo sapiens), P21728; dopamine EC30 potentiation; actives deviate in either direction; B-score at 10 µM; 58,000 compounds, 5.9% hits; AID 641, 2007;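 active = luminescence count or its row- and column-corrected plate score outside the 99.7% band of the plate's sample wells, on either side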
MKP-1 inh = MKP-1 phosphatase inhibitors, primary screen, biochemical, in vitro. recombinant MKP-1, OMFP hydrolysis fluorescence. Dual specificity protein phosphatase 1 (Homo sapiens), P28562. 65,000 compounds, 0.15% hits. inhibition, %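 (compounds tested at a single concentration somewhere between 10 and 100 µM)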;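 active = inhibition above about 50%, limit read from the data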;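 also: 0% = DMSO max control wells and 100% = wells with enzyme stopped by NaOH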
Target sequence (P28562 whole entry, looked up): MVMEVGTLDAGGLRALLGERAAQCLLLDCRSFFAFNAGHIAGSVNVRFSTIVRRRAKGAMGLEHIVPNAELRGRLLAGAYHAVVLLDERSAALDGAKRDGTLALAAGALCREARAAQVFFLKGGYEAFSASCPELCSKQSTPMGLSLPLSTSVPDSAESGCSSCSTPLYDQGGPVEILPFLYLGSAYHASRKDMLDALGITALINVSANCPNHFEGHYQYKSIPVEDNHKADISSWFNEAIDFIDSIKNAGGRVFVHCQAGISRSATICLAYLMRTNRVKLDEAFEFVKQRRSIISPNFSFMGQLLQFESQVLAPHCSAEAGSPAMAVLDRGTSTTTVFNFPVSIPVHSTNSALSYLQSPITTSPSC
Cdc25B block = inhibitors of Cdc25B phosphatase catalytic domain, primary screen, biochemical, OMFP fluorescence; M-phase inducer phosphatase 2 (Homo sapiens), P30305; recombinant Cdc25B, OMFP fluorescence Ex485/Em525; inhibition, %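 (compounds tested at 10 µM final in the well)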; 65,000 compounds, 0.1% hits; AID 368, 2006; in the data active = inhibition above about 50%
Target sequence (P30305 whole entry, looked up, the tested form may be a part): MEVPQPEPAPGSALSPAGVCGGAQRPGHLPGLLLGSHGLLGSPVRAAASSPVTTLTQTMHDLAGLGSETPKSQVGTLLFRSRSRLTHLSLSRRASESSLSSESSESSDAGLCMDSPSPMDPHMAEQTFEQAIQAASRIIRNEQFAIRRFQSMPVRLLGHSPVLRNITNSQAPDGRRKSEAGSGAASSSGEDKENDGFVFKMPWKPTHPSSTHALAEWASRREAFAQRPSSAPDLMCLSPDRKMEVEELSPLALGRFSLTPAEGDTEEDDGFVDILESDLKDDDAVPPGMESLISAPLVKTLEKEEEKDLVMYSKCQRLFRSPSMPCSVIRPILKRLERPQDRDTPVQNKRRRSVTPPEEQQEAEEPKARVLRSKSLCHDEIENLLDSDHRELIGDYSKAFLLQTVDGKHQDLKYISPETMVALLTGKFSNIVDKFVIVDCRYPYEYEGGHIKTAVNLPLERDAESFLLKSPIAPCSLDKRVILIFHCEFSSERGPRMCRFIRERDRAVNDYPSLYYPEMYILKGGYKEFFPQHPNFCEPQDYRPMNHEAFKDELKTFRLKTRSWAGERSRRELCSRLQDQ
CatB mixtures = cathepsin B inhibitors from pooled compounds, primary screen, biochemical, compound mixtures, AMC fluorescence; inhibition, %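 (ten-compound pools at 5 µM per compound and 50 µM total)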; AID 488, 2006; Purified cathepsin B, AMC dipeptide fluorescence; P07858; 62,000 compounds, 0.06% hits; in the data active = inhibition above about 22%, passing the limit was not always enough;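 also: 0% = enzyme without compound and 100% = no enzyme blank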
Hsp90 block = tumor Hsp90 inhibitors, primary screen, cell lysate, fluorescence polarization, NCI-N417 lysate | inhibition, % at 30 µM | 64,000 compounds, 0.35% hits | Cy3B-geldanamycin FP displacement;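 active = inhibition above 50%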;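 also: 0% = tracer plus lysate wells and 100% = tracer alone without lysate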
tolC growth inh = growth inhibitors of E. coli tolC mutant, primary screen, strain BW25113 ΔtolC::kan, 384-well | 65,000 compounds, 2.2% hits | OD615 | growth inhibition, % at 10 µM (by protocol);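 active = growth inhibition at or above a cutoff equal to the mean over every tested compound plus 3 SD, cut at about 60% in these data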;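 also: growth measured after 20 h incubation at 37 °C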
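Assay system: tolC-deleted E. coli BW25113. Medium: kanamycin-containing LB broth (50 µg/mL). Dosing: 10 µM final, single dose. Timing: bacterial growth with compound for 20 h at 37 °C. Detection: A615 absorbance measurement. Read-out basis: growth inhibition in percent.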
Ec RNAP inh = E. coli RNAP inhibitors, biochemical. DNA-directed RNA polymerase subunit beta (Escherichia coli (strain K12)), P0A8V2. E. coli RNA polymerase, fluorescence transcription assay. inhibition, %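 (tested at 10 µM)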. 62,000 compounds, 0.2% hits; in the data active = inhibition above about 20%;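 also: 0% = enzyme without compound and 100% = no enzyme blank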
AP complement = alternative complement pathway inhibitors, primary screen, biochemical, ELISA, human serum, orthogonally pooled compounds; inhibition, % at 5 µM; LPS-coated ELISA, C3 deposition; tested in compound mixtures; AID 1235, 2008; 62,000 compounds, 0.08% hits;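 active = inhibition above 30% in each of the two pooled mixtures holding the compound, so the lower value exceeds 30%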;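 also: 0% = serum in Mg-EGTA without compound and 100% = EDTA serum blank; some compounds past the cut are filed as inactive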
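Test system: human serum alternative complement pathway, C3 deposition on LPS-coated wells; also added: Plate-bound LPS; doses: 5 µM per compound in ten-compound mixtures; schedule: 1 h at 37 °C; detection: Anti-C3 ELISA, OD 450 nm; evaluation: percent inhibition of C3 deposition onto LPS; repeats: two pool placements per compound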
CatB inh = human cathepsin B inhibitors, primary screen, biochemical, fluorogenic substrate; P07858; purified cathepsin B, fluorescence; inhibition, %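 (tested at 10 µM)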; 63,000 compounds, 0.1% hits; in the data active = inhibition above about 21%;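 also: 0% = enzyme with no compound and 100% = no enzyme blank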
Starred values were filed as active, the others as inactive; . = no result given; & = joins results of further samples.

Every second line gives: Hsp90 block, Cdc25B block, CatB mixtures, D1 allo mod, CatB inh, Ec RNAP inh, tolC growth inh, MKP-1 inh, AP complement
O=C1OCCC1Sc1nc(-c2ccccc2)cs1 (stereo not drawn)
    -0.3, -13.8, 6.7, -0.419, -5.2, 8.0, 3.8, -2.0, 13.9
Cc1ccc(C(N)=O)cc1S(=O)(=O)Nc1cccc(C)c1C
    0.1, -13.6, -6.8, ., 0.3, 8.5, -12.8, -10.3, 1.8
CCOc1ccc(C(C)=O)cc1N1C(=O)C2C3C=CC(C3=C(C)C)C2C1=O (stereo not drawn)
    -1.6, -13.3, 1.0, ., -0.9, 5.4, 0.0, 20.7, 25.2
CCN(C(=O)COC(=O)c1cc(C)n(-c2ccc(F)cc2)c1C)C1CCS(=O)(=O)C1 (stereo not drawn)
    -2.3, -9.9, 4.5, 0.662, 5.0, 10.1, 0.0, 16.3, 8.4
Cc1cccc(C)c1NC(=O)CNc1ccccc1
    -1.3, -2.2, 2.3, 0.667, 0.7, 10.6, 0.5, -6.0, 1.3
Cc1ccc(N2CCN(C(=O)C3CCN(S(=O)(=O)c4cccc5nsnc45)CC3)CC2C)cc1 (stereo not drawn)
    -2.5, 2.8, -1.9, 0.656, -1.5, 7.0, -3.8, 29.8, -2.4
O=c1ccsn1Cc1ccccc1
    -6.6, 2.8, 9.7, -0.0032, 7.4, ., 99.7*, -16.2, 11.4
O=C(CSc1nc2ccccc2[nH]1)Nc1ccc2c(c1)OCCO2
    -3.3, 8.4, -0.3, ., 1.6, 7.3, 28.8, -4.9, 4.6
S=c1[nH]nc(-c2ccco2)n1-c1cccc2ccccc12
    -4.9, -1.6, 3.5, -0.0575, -0.9, -8.9, -4.1, -5.0, -6.4
COCCCNC(=O)Cn1nnc(-c2ccccc2NC(=O)c2ccccc2F)n1
    ., -1.8, 3.9, 0.289, -1.2, 8.9, 0.0, 26.6, 8.8
C=CCOc1ccccc1C1C2=C(CC(C)(C)CC2=O)Nc2c1c(=O)n(C)c(=O)n2C (stereo not drawn)
    -1.3, 4.8, -0.6, -0.155, -1.1, -3.2, 12.4, 1.0, -17.0
COc1ccc(-c2cc(C(F)(F)F)n3nc(C(=O)N4CCOCC4)nc3n2)cc1
    2.9, 0.2, -0.9, 0.713, 3.0, 10.5, -15.8, -19.9, -2.7
CCC(CO)NCc1ccc2c(c1)n(C)c(=O)n2C (stereo not drawn)
    -4.4, 0.6, 0.9, -0.97, -3.7, 6.6, -7.4, -11.8, -5.6
CC1CCN(S(=O)(=O)N2CCC(C(=O)NCc3cccs3)CC2)CC1
    1.3, -10.7, 3.9, -0.805, 0.6, 5.2, -4.7, 4.2, 0.7
CCN(CC)c1ccc2c(c1)oc(=O)c1c(Cl)cc(=O)oc12
    -3.3, -1.1, -1.3, -1.38, ., 3.3, 13.1, 11.4, 10.9
CCc1nnc(NC(=O)CSc2nc3cccnc3n2C2CCCCC2)s1
    0.2, -3.9, -0.9, 6.19*, 3.3, -0.3, 27.4, 26.2, 19.0
COC(=O)c1c(-c2cccc(OC)c2)csc1N
    -4.8, -2.9, 3.2, 2.16, -4.5, 0.9, 11.1, 13.9, 13.2
CS(=O)(=O)N1CCN(C(=O)c2ccccc2F)CC1
    1.3, -15.5, 5.2, 0.0536, 3.9, 5.8, -10.6, -3.8, 15.6
CC(=O)NCCn1c(SCC#N)nc2ccccc2c1=O
    -4.0, -7.2, 7.7, -0.154, -3.4, 2.7, -17.1, 11.5, 13.8
COc1ccccc1CNC(=O)CN1CCN(Cc2ccc(Cl)cc2)C1=O
    -1.4, -16.1, -0.4, -0.539, -4.8, -0.3, 11.7, -6.2, 23.3
COC(=O)C1=C(C)NC(C)=C(C(=O)OC)C1c1ccccc1[N+](=O)[O-]
    -1.5&-1.2, 5.5, 3.2, 0.034, 1.0, 3.0, 8.9, -32.3, 14.5
COC(=O)/C=c1/s/c(=C(\C#N)C(=O)NCc2ccco2)n(-c2ccc(C)cc2)c1=O
    -5.7, 5.4, 6.4, 0.705, 5.2, 1.2, 6.8, 4.3, -10.6
COc1ccc2cc3cc(C(=O)Nc4ccc5c(c4)OCCO5)oc3nc2c1
    0.4, 13.8, 2.9, 0.00434, 5.7, 8.4, -19.7, 28.1, 9.8
CN(C)CCNC(=O)c1ccc2c(c1)N(Cc1ccc(F)cc1)CCS2
    0.8, -7.6, 2.7, -1.16, -3.1, -8.0, 14.7, -21.0, 24.5
CCOc1cc(C)c(C(C)C)cc1S(=O)(=O)N1CCOCC1
    1.0, -22.7, 7.1, -0.268, 2.8, -2.5, 14.6, 21.5, -7.6
Nc1ccc2c(c1)C(=O)N(CCCC(=O)O)C2=O
    -1.7, -0.7, 1.0, 0.000562, 4.0, ., -13.3, -15.0, 4.3
CN1CCN(CCCNC(=O)C2CCN(c3nnc(-n4cccc4)s3)CC2)CC1
    -3.0, -25.2, 0.9, ., 12.7, 0.4, -8.1, 17.3, -3.3
Cc1cc(C)c(C)c(S(=O)(=O)NCC(=O)N2CCCC2)c1C
    -3.3, -5.5, 0.9, 0.423, 3.8, 5.9, 3.8, -1.7, 10.6
CC(=O)NC(CCS(C)(=O)=O)C(=O)Nc1ccc(C)c(F)c1 (stereo not drawn)
    -2.5, -3.6, -3.1, 0.645, 6.0, -5.7, -7.8, -2.9, -2.6
CCc1ccc(N2CSC3=C(C#N)C(c4cccs4)CC(=O)N3C2)cc1 (stereo not drawn)
    -6.3, -0.8, 5.6, -1.46, -1.4, 13.7, 14.0, -27.9, 15.4

11 successive entries already listed:
Every second line gives: Hsp90 block, Cdc25B block, CatB mixtures, D1 allo mod, CatB inh, Ec RNAP inh, tolC growth inh, MKP-1 inh, AP complement
O=C1OCCC1Sc1nc(-c2ccccc2)cs1 (stereo not drawn)
    -0.3, -13.8, 6.7, -0.419, -5.2, 8.0, 3.8, -2.0, 13.9
Cc1ccc(C(N)=O)cc1S(=O)(=O)Nc1cccc(C)c1C
    0.1, -13.6, -6.8, ., 0.3, 8.5, -12.8, -10.3, 1.8
CCOc1ccc(C(C)=O)cc1N1C(=O)C2C3C=CC(C3=C(C)C)C2C1=O (stereo not drawn)
    -1.6, -13.3, 1.0, ., -0.9, 5.4, 0.0, 20.7, 25.2
CCN(C(=O)COC(=O)c1cc(C)n(-c2ccc(F)cc2)c1C)C1CCS(=O)(=O)C1 (stereo not drawn)
    -2.3, -9.9, 4.5, 0.662, 5.0, 10.1, 0.0, 16.3, 8.4
Cc1cccc(C)c1NC(=O)CNc1ccccc1
    -1.3, -2.2, 2.3, 0.667, 0.7, 10.6, 0.5, -6.0, 1.3
Cc1ccc(N2CCN(C(=O)C3CCN(S(=O)(=O)c4cccc5nsnc45)CC3)CC2C)cc1 (stereo not drawn)
    -2.5, 2.8, -1.9, 0.656, -1.5, 7.0, -3.8, 29.8, -2.4
O=c1ccsn1Cc1ccccc1
    -6.6, 2.8, 9.7, -0.0032, 7.4, ., 99.7*, -16.2, 11.4
O=C(CSc1nc2ccccc2[nH]1)Nc1ccc2c(c1)OCCO2
    -3.3, 8.4, -0.3, ., 1.6, 7.3, 28.8, -4.9, 4.6
S=c1[nH]nc(-c2ccco2)n1-c1cccc2ccccc12
    -4.9, -1.6, 3.5, -0.0575, -0.9, -8.9, -4.1, -5.0, -6.4
COCCCNC(=O)Cn1nnc(-c2ccccc2NC(=O)c2ccccc2F)n1
    ., -1.8, 3.9, 0.289, -1.2, 8.9, 0.0, 26.6, 8.8
C=CCOc1ccccc1C1C2=C(CC(C)(C)CC2=O)Nc2c1c(=O)n(C)c(=O)n2C (stereo not drawn)
    -1.3, 4.8, -0.6, -0.155, -1.1, -3.2, 12.4, 1.0, -17.0

Other records.
Every second line gives: Hsp90 block, Cdc25B block, CatB mixtures, D1 allo mod, CatB inh, Ec RNAP inh, tolC growth inh, MKP-1 inh, AP complement
O=C(O)C1C2C=CC(C2)C1C(=O)OC1CC2CCC1C2 (stereo not drawn)
    1.2, -3.9, 4.6, -4.88*, 5.6, 1.6, -7.3, 8.9, 14.6
COC(=O)CSc1nc2ncc(Cl)cc2[nH]1
    1.4, 10.6, 7.5, -0.0569, 5.6, 12.0, -8.8, 0.0, 7.3
CCCCC(=O)Nc1ccc(C(=O)Nc2ccc3c(c2)OCO3)cc1
    37.1, -17.6, 2.1, 0.00354, 1.3, 8.5, -15.4, 4.4, -5.8
CCOC(=O)CN(C(=O)CNC(=O)c1ccco1)C(C(=O)NC1CCCCC1)c1cccc(OC)c1 (stereo not drawn)
    -0.1, -13.9, -1.2, -0.0408, -0.3, 7.0, -5.1, 14.4, -3.4
CN(C)CCCN1C(=O)C(O)=C(C(=O)c2cc3ccccc3o2)C1c1ccccc1 (stereo not drawn)
    -9.4, 18.6, ., -0.616, 0.2, 6.1, -1.5, -22.8, .
O=C(CCn1cccc1)NCc1ccc(Cl)cc1
    -3.3, 2.1, -3.2, -0.471, -3.3, -3.7, -2.6, 5.7, 12.0
O=C(CCS(=O)(=O)c1ccc(Br)s1)NCc1cccs1
    -4.2, 3.0, 7.7, 0.279, -3.2, 2.7, -9.7, 21.6, 13.5
Cn1cc(C(=O)NC2CCCCC2)c(=O)c2cc(S(=O)(=O)N3CCCC3)ccc21
    0.8, 4.4, 1.7, 0.848, -1.8, -5.2, 22.1, 34.2, 12.8
N#CC1=C(SCC(=O)c2ccc(Cl)cc2)NC2=C(C(=O)CCC2)C1c1ccco1 (stereo not drawn)
    -12.2, 24.2, ., ., -0.9, 4.0, 9.2, 3.7, .
CCCCN(CCCC)C(=O)CCS(=O)(=O)c1ccc2c(c1)n(C)c(=O)c(=O)n2C
    -0.6, -7.1, 0.4, -0.0136, 6.0, 10.9, -0.9, 2.1, 2.9
O=C(C1CC1)N1CCN=C1SCc1cccc(C(F)(F)F)c1
    -0.8, 0.9, 7.7, 0.597, -9.2, -1.0, -2.5, 6.7, 11.5
Cc1nc(-c2cn[nH]c2)c2cc(C)oc2n1
    -6.6, 9.5, ., ., 6.8, ., 3.0, -12.3, .
COc1ccccc1NC(=O)C1=C(C)NC(=O)NC1c1ccc(C)cc1 (stereo not drawn)
    0.6, -8.8, 0.6, 0.43, -5.0, 8.2, -2.5, 5.3, -0.1
CC1CC(C)(C)CC2(C1)NC(=O)N(CC(=O)NCC(c1ccco1)N1CCCCC1)C2=O (stereo not drawn)
    -2.0, -2.5, 3.5, 0.882, 5.1, 7.2, 1.6, 8.5, 4.9
Fc1ccccc1Cn1nnc2c(NCc3ccccn3)ncnc21
    0.6, -6.8, ., 3.05, ., ., 12.7, 5.8, .
Cc1ccc(CC2C(=O)N(c3ncccn3)C(=O)C2C)cc1 (stereo not drawn)
    -4.5, -3.1, 5.8, 0.412, 1.1, -1.9, -9.9, -2.0, 22.6
Cc1cc(NC(=O)c2cc(Cl)ccc2Cl)no1
    -1.1, -3.3, -2.4, 0.145, 3.9, 7.5, -18.2, -22.8, -5.6
Cc1cc(C)n(-c2nc(C)nc3c2cnn3-c2ccccc2)n1
    -3.9, -4.1, 4.8, -0.00944, -3.8, 10.3, -7.0, -1.6, 5.1
COCCn1c(SCC(=O)N2CCc3ccccc32)nc2c(c1=O)SC(C)C2 (stereo not drawn)
    0.0, -22.3, 5.4, 2.07, 4.3, 7.4, 12.2, 8.2, -6.4
